# From PubChem
# HTT aggregate = inhibitors of mutant huntingtin aggregate formation in PC12 cells; PC12 HttQ103-GFP aggregates, Acumen cytometry, 40 h; Potency, µM (series often up to 46.1 µM), for inactives: at the highest dose activity change, negative = inhibition, most hits filed as inhibitors; 1.1% of 220,000 active; AID 1688; also: potency is read from the fitted curve at half-maximal effect; % is scaled to controls: 0 for no effect and ±100 for the full control effect; nearly all actives have a fitted effect of over 60% in size
#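 Quantitative HTS on tebufenozide-induced (100 nM) PC12 cells stably expressing polyQ103 Huntingtin exon 1–GFP. Reduction of bright GFP aggregates, detected by laser scanning cytometry after lysis, identified actives across the titration.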
# IMPase Li cell = cell-permeable IMPase inhibitors with lithium potentiation. CHO-M1 cells, IP1 TR-FRET (IP-One), carbachol + lithium. 0.35% of 210,000 active. Potency, µM (titrated, usually from 59.4 µM), for the others: at the highest dose activity, negative = IMPase inhibition, most hits filed as inhibitors. AID 1457;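 also: IP1 builds up when IMPase is blocked and the TR-FRET signal falls; potency is read from the fitted curve at half-maximal effect; plate controls were basal vehicle for no effect and high inhibitor control for full effect; nearly all actives have a fitted effect of over 50% in size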
#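 CHO cells stably expressing M1 receptor (2000/well) were cultured 16–30 h, then exposed to compounds with a small lithium addition for 30 min at 37C. IP1 was measured by TR-FRET competition; AC50 from Hill fits.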
# Luc counter = blocks Kinase-Glo luciferase, a counter-screen artifact; AID 1379; Potency, µM (titrated, usually from 38.3 µM), inactives show at the highest dose activity change, negative = inhibition, actives largely listed as inhibitors; 0.28% of 200,000 active; Kinase-Glo luciferase, ATP luminescence, 8 min; Q27757; also: potency is read from the fitted curve at half-maximal effect; % is scaled to controls: 0 for no effect and ±100 for the full control effect; nearly all actives have a fitted effect of over 60% in size
#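 Substrate mix (final 50 mM imidazole pH 7.2, 50 mM KCl, 7 mM MgCl2, 10 uM ATP, 0.01% Tween 20, 0.05% BSA) plus pin-tool compound, then Kinase-Glo detection mix; 8 min ambient, luminescence read.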
# CBFb RUNX1 block = blocks binding between human CBF-beta and RUNX1; 230,000 tested, under 10 active; Potency, µM (highest dose often 59.8 µM), for inactives: at the top dose activity, negative = inhibition, most hits filed as inhibitors; AlphaScreen CBFb-His/RUNX1-biotin binding, biochemical; also: % of control where 0% means no effect
# Target sequence (Q01196 whole entry, looked up): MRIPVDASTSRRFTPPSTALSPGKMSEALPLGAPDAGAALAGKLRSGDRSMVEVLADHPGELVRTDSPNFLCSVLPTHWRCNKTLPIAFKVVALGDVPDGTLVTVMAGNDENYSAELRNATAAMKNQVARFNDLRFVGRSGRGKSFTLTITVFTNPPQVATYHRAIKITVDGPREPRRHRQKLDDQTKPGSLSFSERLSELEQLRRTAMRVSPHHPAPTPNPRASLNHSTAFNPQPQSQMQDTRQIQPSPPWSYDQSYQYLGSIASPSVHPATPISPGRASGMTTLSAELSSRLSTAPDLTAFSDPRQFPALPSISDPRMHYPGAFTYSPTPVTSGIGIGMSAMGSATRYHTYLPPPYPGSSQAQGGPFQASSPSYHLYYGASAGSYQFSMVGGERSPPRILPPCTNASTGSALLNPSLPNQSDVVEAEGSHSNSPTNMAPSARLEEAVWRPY
# Target sequence (Q13951 whole entry, looked up): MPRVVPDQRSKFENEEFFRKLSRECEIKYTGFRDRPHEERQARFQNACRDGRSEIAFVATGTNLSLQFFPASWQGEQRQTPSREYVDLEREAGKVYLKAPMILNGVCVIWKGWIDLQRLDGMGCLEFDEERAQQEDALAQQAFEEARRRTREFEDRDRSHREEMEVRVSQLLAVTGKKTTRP
#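 Bead-based AlphaScreen assay; binding partners His-tagged CBF-beta and biotinylated RUNX1 at 30 nM each. Compound exposure 15 min after a 20-min protein preincubation; bead step 90 min; all steps at room temperature.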
# Epigenetic reg = regulators of epigenetic silencing causing reporter derepression in mouse cells. AID 1865. murine LDR cells, GFP reporter derepression, 30 h. Potency, µM (doses to about 53.9 µM), without a hit: at the highest dose GFP activation, usual class: activators. 0.2% of 280,000 active; also: potency is read from the fitted curve at half-maximal effect; % of control where 0% means no effect; nearly all actives have a fitted effect of over 60% in size
#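 Reporter derepression read as number of fluorescent GFP-positive objects, 20-120 um in size, counted by laser-scanning cytometer. Mouse LDR line with an epigenetically silenced CMV-GFP locus; compound incubation 30 h, 37 C.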
# LMNA splice mod = modulators of lamin A splicing. Potency, µM (top dose mostly 46.1 µM), for inactives: top-dose ratio change, negative = inhibition, usual class: inhibitors. HeLa LMNA splicing GFP/RFP minigene ratio, 48 h. 0.01% of 200,000 active; active = well fitted inhibition curve with a large enough effect in the signal ratio, with a control signal flat, not every such curve was filed as active; inconclusive = small, poorly fitted or top-dose-only effect, or effect the other way, or a change in a side signal; the % refers to the signal ratio; also: potency is read from the fitted curve at half-maximal effect; % is scaled to controls: 0 for no effect and ±100 for the full control effect
#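 Read-out is the ratio of GFP to DsRed2 object intensity, acquired by 488 nm laser-scanning cytometry on HeLa lamin A-EGFP minigene reporter cells. Compound incubation 48 hrs at 37 °C in Opti-MEM with 2% FBS; DMSO 0.5% final.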
# NPSR antag = antagonists of human neuropeptide S receptor cAMP signaling. 1% of 220,000 active. CHO-NPSR cells, cAMP TR-FRET, antagonist mode. Q6W5P4. Potency, µM (top dose mostly 38.3 µM), without a hit: top-dose activity change, negative = inhibition, actives largely listed as inhibitors; also: potency is read from the fitted curve at half-maximal effect; % is scaled to controls: 0 for no effect and ±100 for the full control effect; nearly all actives have a fitted effect of over 50% in size; many of its hits are not listed in these tables
# Target sequence (Q6W5P4 whole entry, looked up): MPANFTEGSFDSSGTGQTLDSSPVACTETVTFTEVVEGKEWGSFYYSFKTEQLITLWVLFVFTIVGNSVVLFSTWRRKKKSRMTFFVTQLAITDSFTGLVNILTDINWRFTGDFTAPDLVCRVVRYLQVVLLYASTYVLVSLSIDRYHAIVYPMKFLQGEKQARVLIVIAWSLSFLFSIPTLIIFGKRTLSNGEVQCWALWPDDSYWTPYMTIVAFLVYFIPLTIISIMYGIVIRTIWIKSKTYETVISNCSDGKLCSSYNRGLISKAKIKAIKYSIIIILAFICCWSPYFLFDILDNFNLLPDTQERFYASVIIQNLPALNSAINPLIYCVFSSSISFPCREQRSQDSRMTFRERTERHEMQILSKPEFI
# Starred values were filed as active, the others as inactive; ? = inconclusive; · = no result given; & = joins results of further samples; [ ] = another dose, or the depositor's remark. Unless noted, calls follow the shape of the dose curve; as a rule, active = well fitted curve in the direction sought with a large enough effect; inconclusive = small, poorly fitted or top-dose-only effect, or another doubt; inactive = no such curve, though single readings can be large; an effect the other way counts as inactive or inconclusive. A portion of the library. The share of hits here may be higher or lower than overall.
(1) O=C(CSc1nnnn1-c1ccc(F)cc1)Nc1nc2ccccc2s1
(2) COC(=O)COc1cccc2c(=O)n(CC(=O)NCCc3ccccc3)ccc12
(3) CCS(=O)(=O)N1CCC(C(=O)Nc2cccc(C(C)=O)c2)CC1
(4) CCCCn1c(=NC(=O)c2cccnc2)c(C(=O)OCC)cc2c(=O)n3ccccc3nc21
(5) Cc1nc(SCc2ccccc2F)c2cnn(-c3ccccc3)c2n1
(6) N#Cc1ccc(OCC(=O)N/N=C2\CCc3ccccc32)cc1
Assay by compound	1	2	3	4	5	6
HTT aggregate	13.5%	-5.5%	-0.5%	-10.8%	-7.6%	-0.6%
IMPase Li cell	-12.7%[38.3 µM]	2.5%	11.0%[38.3 µM]	10.1%[38.3 µM]	6.1%	22.4%[38.3 µM]
Luc counter	-1.8%	-1.4%	2.4%	-0.1%	-4.1%	-3.9%
CBFb RUNX1 block	5.2%	3.3%[2.36 µM]	17.5%	8.6%	12.2%	-1.5%
Epigenetic reg	-1.1%	0.3%	1.2%	-0.8%	5.6%	-1.4%
LMNA splice mod	13.5%	3.3%	8.4%	0.7%	?	36.6%
NPSR antag	-5.1%[46.1 µM]	-9.7%	13.7%[46.1 µM]	-4.7%[46.1 µM]	-38.2%	-13.2%[46.1 µM]

(7) CCNC(=S)N1CCN(CC)CC1
(8) CC(O)(CS(=O)(=O)Cc1ccccc1)C(=O)Nc1ccc(C(F)(F)F)cc1 (stereo not drawn)
(9) COc1ccc(N2C(=O)CCC2(C#N)c2ccc(OC)cc2)cc1 (stereo not drawn)
(10) Cc1nnc2ccc(N3CCC4(CC3)OCCO4)nn12
(11) Cc1cccc(NC(=O)c2cc([N+](=O)[O-])ccc2N2CCN(C)CC2)c1
(12) c1n[nH]c(NCc2ccc3c(c2)OCO3)n1
Assay by compound	7	8	9	10	11	12
HTT aggregate	3.0%	-0.7%	8.5%	2.3%	-8.2%[9.22 µM]	-1.4%
IMPase Li cell	5.9%	-1.5%[38.3 µM]	-5.0%	7.6%[38.3 µM]	4.4%	-7.4%[38.3 µM]
Luc counter	1.1%	0.5%	2.1%	1.5%	1.1%	-1.3%
CBFb RUNX1 block	-4.0%	4.6%	-2.8%	4.1%	0.2%	-3.9%
Epigenetic reg	-1.3%	0.8%	0.0%	-1.6%	-4.3%	-1.0%
LMNA splice mod	2.6%[46 µM]	-3.1%	-3.1%	-9.9%	-17.1%[46 µM]	4.3%
NPSR antag	5.3%	-5.2%[46.1 µM]	-7.5%[46.1 µM]	-1.5%[46.1 µM]	-44.1%	-15.4%[46.1 µM]

(13) COCCOC(=O)C1=C(N)Oc2c(oc(CO)cc2=O)C1c1ccccc1F (stereo not drawn)
(14) O=C(Cn1c(=O)n(CCC(=O)N2CCc3ccccc3C2)c(=O)c2ccccc21)NCC1CCCO1 (stereo not drawn)
(15) C#CCOCCOCCOCCNc1nc(N2CCN(C(=O)[C@H]([C@@H](C)CC)n3cc(CCC(=O)O)nn3)CC2)nc(N2CCN(C(=O)[C@H](C)n3cc(CCCN=C(N)N)nn3)CC2)n1
(16) Cc1cccc(NS(=O)(=O)c2ccc3nc(-c4ccccc4)[nH]c3c2)c1C
(17) COC(=O)c1ccc(C2/C(=C(/O)c3ccc(OC)cc3)C(=O)C(=O)N2Cc2ccco2)cc1 (stereo not drawn)
(18) COc1ccc(C(C)C)cc1S(=O)(=O)Nc1ccc(Cl)cn1
Assay by compound	13	14	15	16	17	18
HTT aggregate	-3.8%	-5.7%	0.5%	10.4%	6.5%	-2.2%
IMPase Li cell	21.2%[38.3 µM]	18.6%[38.3 µM]	2.4%	4.9%	?	28.4%[38.3 µM]
Luc counter	-1.7%	6.5%	-0.3%	2.0%	-0.5%	-5.1%
CBFb RUNX1 block	0.7%	4.0%	-2.0%[2.36 µM]	-7.0%	4.8%	-0.2%
Epigenetic reg	-0.7%	-2.0%	-0.5%	3.3%&-1.1%	1.1%	-1.0%
LMNA splice mod	-1.8%	-4.4%	-2.5%	?	?	-2.9%
NPSR antag	22.1%[46.1 µM]	-10.1%[46.1 µM]	9.1%	-3.7%	-11.1%[46.1 µM]	-14.0%[46.1 µM]

(19) CCOc1ccc(-c2ccc(SCC(=O)Nc3nnc(C)s3)nn2)cc1
(20) COc1ccc(S(=O)(=O)N(CC(=O)NCc2cccnc2)c2ccc(F)cc2)cc1OC
(21) COc1cc(/C=C2\C(=O)N(CCC#N)N=C2C)c(Br)cc1OC(C)C
(22) NNC(=O)c1ccc(CN2C(=O)c3cccc4cccc2c34)cc1
(23) O=C(O)c1ccc(N(c2ccccc2)c2ccccc2)cc1
(24) Cc1noc(C)c1S(=O)(=O)N1CCC(C(=O)NCCC2=CCCCC2)CC1
Assay by compound	19	20	21	22	23	24
HTT aggregate	-7.0%	2.3%	-32.0%	-7.0%	0.0%	10.1%
IMPase Li cell	-1.0%	0.9%	-4.2%	-5.7%	3.4%	23.9%[38.3 µM]
Luc counter	-4.7%	-2.1%	-0.7%	-1.3%	-0.5%	-3.9%
CBFb RUNX1 block	0.2%	1.6%	-2.1%	19.9%	5.6%	1.2%
Epigenetic reg	1.3%	1.1%	-1.0%	-2.2%	-1.2%	6.4%
LMNA splice mod	-3.5%[46 µM]	-9.5%	-0.1%	·	-2.4%	-4.7%
NPSR antag	4.0%	26.5%	-2.1%[46.1 µM]	-11.5%	-21.0%[46.1 µM]	-6.3%[46.1 µM]

(25) COc1cc2c(cc1OC)C1=C(C#N)CC/C(=N\S(=O)(=O)c3ccccc3)N1CC2
(26) CC(C)(C)C(=O)Nc1cc(NC(=O)C(C)(C)C)cc(C(=O)Nc2cc(C(=O)O)cc(C(=O)O)c2)c1
(27) Cc1nn(C)c(C)c1NC(=O)c1ccc(S(=O)(=O)N(C)C)cc1
(28) Cc1nn(-c2ccccc2)c(C)c1C(=O)OCC(N)=O
(29) CCNS(=O)(=O)c1ccc(NC(=O)Cc2ccc(F)cc2)cc1
(30) C[C@H](NC(=O)c1[nH]cnc1C(=O)Nc1ccc(CNC(=O)OC(C)(C)C)cc1)C(=O)OCc1ccccc1
Assay by compound	25	26	27	28	29	30
HTT aggregate	3.6%	-0.5%	-18.7%	24.8%	-2.4%	-1.1%[9.22 µM]
IMPase Li cell	25.7%[38.3 µM]	-10.9%	12.0%[38.3 µM]	4.5%	10.6%[38.3 µM]	·
Luc counter	-0.1%	2.7%	2.6%	0.5%	-1.8%	·
CBFb RUNX1 block	0.4%	-2.5%	6.1%	9.4%	4.2%	24.0%
Epigenetic reg	0.8%	-1.9%	-2.1%	0.9%	0.9%	3.0%
LMNA splice mod	9.2%	0.2%	0.9%	-18.0%[46 µM]	-2.2%	·
NPSR antag	-23.6%[46.1 µM]	13.2%	-3.1%[46.1 µM]	7.5%	-5.3%[46.1 µM]	-43.8%

# Entries of single compounds, quoted from the list. Order of screens: HTT aggregate, IMPase Li cell, Luc counter, CBFb RUNX1 block, Epigenetic reg, LMNA splice mod, NPSR antag
# Profile of C[C@H](NC(=O)c1[nH]cnc1C(=O)Nc1ccc(CNC(=O)OC(C)(C)C)cc1)C(=O)OCc1ccccc1 : -1.1%[9.22 µM], ·, ·, 24.0%, 3.0%, ·, -43.8%
# Profile of COc1cc2c(cc1OC)C1=C(C#N)CC/C(=N\S(=O)(=O)c3ccccc3)N1CC2 : 3.6%, 25.7%[38.3 µM], -0.1%, 0.4%, 0.8%, 9.2%, -23.6%[46.1 µM]
# Profile of Cc1nn(-c2ccccc2)c(C)c1C(=O)OCC(N)=O : 24.8%, 4.5%, 0.5%, 9.4%, 0.9%, -18.0%[46 µM], 7.5%
# Profile of CCNS(=O)(=O)c1ccc(NC(=O)Cc2ccc(F)cc2)cc1 : -2.4%, 10.6%[38.3 µM], -1.8%, 4.2%, 0.9%, -2.2%, -5.3%[46.1 µM]

# Following part.
(31) O=C1CCC(c2ccccc2)=NN1
(32) O=C1CN(C(=O)c2cc([N+](=O)[O-])ccc2Cl)C(c2ccc(F)cc2)c2cc(F)ccc2N1 (stereo not drawn)
(33) CCC(=O)N(Cc1ccco1)c1nc(-c2cc(OC)ccc2OC)cs1
(34) COC(=O)c1c(C)oc2ccc(OC(=O)c3cccs3)cc12
(35) C=CCNc1ccc(C(=O)O)cc1
(36) Cc1ccc(S(=O)(=O)NC(C)C(=O)Nc2ccc(C(N)=O)cc2)cc1 (stereo not drawn)
Assay by compound	31	32	33	34	35	36
HTT aggregate	-0.5%	28.7%	-10.7%	?	-10.0%	15.5%
IMPase Li cell	-5.1%	1.4%	15.8%	17.7%[38.3 µM]	-2.2%	2.1%[38.3 µM]
Luc counter	-0.4%	-1.1%	3.2%	0.2%	-0.4%	0.4%
CBFb RUNX1 block	-1.7%	-2.1%	1.8%	?	-2.8%	6.1%
Epigenetic reg	-0.9%	0.0%	0.0%	0.1%	0.0%	1.5%
LMNA splice mod	·	13.2%	0.3%	0.4%	-13.5%	-9.0%
NPSR antag	41.5%	2.4%	-18.0%[46.1 µM]	4.8%[46.1 µM]	18.2%	1.5%[46.1 µM]

(37) COC(=O)c1ccc(NC(=O)NC2CCCCC2)cc1
(38) Cc1sc2nc(C(C)C)nc(SCC(=O)NCc3ccco3)c2c1C
(39) COC(=O)c1cc(NC(=O)c2cc(C(C)(C)C)nn2Cc2cccc(C)c2)ccc1N1CCOCC1
(40) CCN(CC)CCOC(=O)c1c(C)oc2ccc(OC)cc12
(41) O=C(O)CCN1C(=O)C(=C2CCCCCC2)SC1=S
(42) CCOC(=O)C(O)(C1C(=O)CC(C)(C)CC1=O)C(F)(F)F (stereo not drawn)
(43) Cc1cc(C)nc(Nc2cc([N+](=O)[O-])ccc2C)n1
(44) Cc1ccc(C2=NN=C(NC(=O)CSc3nncn3C)SC2)cc1
Assay by compound	37	38	39	40	41	42	43	44
HTT aggregate	0.4%	-10.9%	-12.7%[9.22 µM]	-3.2%	24.1%	-1.5%	7.0%	10.0%[9.22 µM]
IMPase Li cell	1.8%	4.2%[38.3 µM]	·	11.8%[38.3 µM]	5.1%[38.3 µM]	·	6.8%	2.5%
Luc counter	-2.4%	-2.1%	·	-5.6%	0.6%	·	-2.5%	3.9%
CBFb RUNX1 block	3.4%	0.7%	10.9%	6.7%	2.6%	3.6%	-3.9%	-26.1%
Epigenetic reg	3.2%	-0.7%	-0.5%	-0.2%	-3.9%	-5.5%	1.3%	-5.4%
LMNA splice mod	2.0%	?	·	-1.5%	19.7%	14.4%	24.1%[46 µM]	-8.1%[46 µM]
NPSR antag	-3.8%	-24.2%[46.1 µM]	-34.7%	-5.3%[46.1 µM]	-16.0%[46.1 µM]	-4.9%[46.1 µM]	-4.1%	8.2%
